Screening results from PubChem.
Mcl1-Bid inh: Mcl-1/Bid interaction inhibition; Q07820; TR-FRET Mcl-1/Bid-Dy647 peptide binding, 1536-well; inhibition, % at 21.7 µM; 220,000 tested, 0.97% active; AID 1021;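 active = compounds that cut the binding signal by more than half at the single screening dose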;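 also: His-tagged Mcl-1 with europium anti-His antibody binding Bid BH3 peptide; 0% = Mcl-1 plus peptide wells and 100% = peptide-only wells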
Target sequence (Q07820 whole entry, looked up): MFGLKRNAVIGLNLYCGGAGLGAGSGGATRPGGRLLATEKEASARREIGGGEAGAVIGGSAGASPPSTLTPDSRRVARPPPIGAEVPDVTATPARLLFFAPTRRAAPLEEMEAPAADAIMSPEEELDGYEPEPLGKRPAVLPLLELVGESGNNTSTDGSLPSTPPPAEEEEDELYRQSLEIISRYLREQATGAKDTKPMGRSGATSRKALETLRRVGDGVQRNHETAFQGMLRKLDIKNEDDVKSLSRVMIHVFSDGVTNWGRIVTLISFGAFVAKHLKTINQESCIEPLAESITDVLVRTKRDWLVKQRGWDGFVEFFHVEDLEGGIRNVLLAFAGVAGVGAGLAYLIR
HRas wt GTP bind: modulators of GTP binding to human HRas wildtype. P01112. GST-Ras wt beads, Bodipy-FL-GTP binding, flow cytometry; actives lie on both sides. GTP binding activity, % at 10 µM. 190,000 tested, 0.14% active. AID 759;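 active = GTP binding activity at least 20% away from the 100% baseline, either lowered as inhibitor or raised as activator; inconclusive = flagged as likely green fluorescent, judged across all proteins in the well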;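 also: 0% = unlabeled GTP competition control and 100% = no-compound control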
Target sequence (P01112 whole entry, looked up): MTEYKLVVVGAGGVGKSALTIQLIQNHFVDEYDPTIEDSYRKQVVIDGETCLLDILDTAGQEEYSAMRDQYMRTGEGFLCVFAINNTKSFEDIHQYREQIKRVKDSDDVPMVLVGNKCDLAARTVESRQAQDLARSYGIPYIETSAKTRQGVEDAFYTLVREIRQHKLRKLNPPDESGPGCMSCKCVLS
Cdc42 wt GTP: changes GTP binding to wildtype human Cdc42. P60953. GST-Cdc42 beads, Bodipy-GTP binding, flow cytometry; actives lie on both sides. percent activity (GTP binding), % at 10 µM. 190,000 tested, 0.2% active. AID 761;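 active = percent activity GTP binding at least 20 points away from the 100% baseline, either down as inhibitor or up as activator; inconclusive = compound flagged as likely green fluorescent from well-wide comparison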;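 also: median bead fluorescence of bound Bodipy-FL-GTP at 100 nM; 0% = excess unlabeled GTP control and 100% = no compound control; below 100% means less GTP binding so inhibitor and above means activator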
Target sequence (P60953 whole entry, looked up): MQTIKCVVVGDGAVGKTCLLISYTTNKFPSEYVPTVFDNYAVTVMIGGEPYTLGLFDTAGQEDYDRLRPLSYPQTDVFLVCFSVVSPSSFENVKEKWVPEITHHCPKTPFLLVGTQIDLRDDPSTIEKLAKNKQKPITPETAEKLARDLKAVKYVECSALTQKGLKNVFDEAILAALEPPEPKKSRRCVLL
Rab2 wt GTP: changes GTP binding to wildtype dog Rab2A, up or down. GST-Rab2 wt beads, Bodipy-GTP binding, flow cytometry. GTP binding activity, % at 10 µM. 190,000 tested, 0.19% active. AID 760;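 active = GTP binding activity at least 20 points away from 100%, either lowered or raised; inconclusive = signal likely due to the compound's own green fluorescence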;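 also: 0% = beads with excess unlabeled GTP and 100% = no-compound control corrected for plate trend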
Avidin fluor: avidin bead compound fluorescence profile; 220,000 tested, 0.38% active; AID 1775; fluorescence (KMESF) at 10 µM; Avidin beads, compound fluorescence 488/530 nm, flow cytometry; hits give high values; in the data active = fluorescence above about 47; also: inactives centre near 10
Rac1 wt GTP bind: modulators of human Rac1 wildtype GTP binding; GST-Rac1 beads, fluorescent GTP binding, flow cytometry; actives lie on both sides; 0 = cold GTP competed, 100 = untreated; GTP binding activity (% of control), % at 10 µM; 190,000 tested, 0.27% active; AID 757;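 active = GTP binding activity at least 20 points away from the 100% control level, either lower or higher; inconclusive = compound flagged as likely green fluorescent, judged across all proteins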
Rab7 wt modul: dog Rab7 wildtype GTP binding, inhibitors and activators; GST-Rab7 beads, fluorescent GTP binding, flow cytometry; actives lie on both sides; untreated = 100%, excess cold GTP = 0%; GTP binding activity (percent of control), % at 10 µM; 190,000 tested, 0.055% active; AID 758;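 active = fluorescent GTP binding to Rab7 beads changed by at least 20 points from the 100% baseline, either direction, mostly lower; inconclusive = compound itself probably fluorescent, or too few beads counted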;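 also: median green fluorescence of bound Bodipy-FL-GTP per Rab7 bead population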
Mcl1 Noxa PPI: disrupts binding of human Mcl-1 to Noxa peptide; TR-FRET Mcl-1/Noxa peptide binding, 2 h; AID 1022; 220,000 tested, 1.5% active; inhibition, % at 21.7 µM; Q07820;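 active = compounds that cut the protein-peptide binding signal by more than 50% relative to plate controls in a single-dose test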;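 also: His-tagged Mcl-1 with rhodamine Noxa BH3 peptide and terbium anti-His antibody; 0% = Mcl-1 plus Noxa peptide wells and 100% = peptide-only wells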
Bim-Mcl-1: human Bim-Mcl-1 interaction inhibition; Q07820; 190,000 tested, 0.1% active; inhibition, % at 10 µM; Bead-based flow cytometry, Bim peptide-Mcl-1 binding; in the data active = inhibition above about 40%;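 also: 0% = no compound tracer wells and 100% = peptide blocker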
Rac1 act GTP bind: modulators of GTP binding to human Rac1 activated mutant. GST-Rac1 activated beads, fluorescent GTP binding, flow cytometry; actives lie on both sides; 100% means binding = to untreated wells. percent activity (GTP binding), % at 10 µM. 190,000 tested, 0.11% active. AID 764;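 active = GTP binding at least 20 percentage points away from the 100% baseline, in either direction, so actives lie on both sides; inconclusive = Compound likely fluorescent itself, or too few beads counted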
Pf gametocyte: P. falciparum stage V gametocyte viability inhibition. P. falciparum stage V gametocytes, ATP luminescence, 24 h. inhibition, % at 10.9 µM. 150,000 tested, 0.065% active. AID 743093;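 active = inhibition above the mean plus 3 SD of compounds within the control limits, set per campaign, cut at about 38% in these data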;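 also: 0% = DMSO wells and 100% = medium only without gametocytes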
* = called active by the depositor; ? = inconclusive; / = not tested or not shown.

Each structure is followed by: Cdc42 wt GTP, HRas wt GTP bind, Bim-Mcl-1, Pf gametocyte, Mcl1 Noxa PPI, Rac1 wt GTP bind, Rac1 act GTP bind, Avidin fluor, Mcl1-Bid inh, Rab2 wt GTP, Rab7 wt modul
#1 CC1CCC(NC(=O)CC(C)(C)Cc2nc3ccccc3c(=O)[nH]2)CC1 (centres undefined)
 : 104, 101, -3, 1, 22, 103, 101, 7, -8, 102, 102
#2 O=C(CSc1nnc(-c2cccs2)o1)N1CCc2ccccc21
 : 97, 99, 0, /, -14, 93, 94, 9, -16, 99, 101
#3 COc1ccc(Br)cc1/C(C)=N/NC1=NCCN1
 : 100, 99, 0, -20, 15, 99, 96, 12, -7, 97, 98
#4 Cc1cccc(CSc2nc3c(c(=O)[nH]2)CCCC3)c1
 : 101, 100, -3, /, 1, 102, 96, 11, 6, 98, 100
#5 COC(=O)CC1C(=O)NCCN1C(=O)Nc1ccc(Cl)c(Cl)c1 (centres undefined)
 : 99, 94, 0, 8, 12, 100, 93, 23, -7, 97, 104
#6 O=[N+]([O-])c1ccccc1NCCOc1ccccc1
 : 100, 101, -9, 4, 8, 100, 100, 4, -56, 99, 101
#7 Cc1ccc(-n2nc3c(c2NC(=O)/C=C\c2ccc4c(c2)OCO4)CSC3)c(C)c1
 : 97, 98, -3, /, -2, 101, 98, 7, -6, 97, 97
#8 CCOC(=O)CCCCCN(Cc1ccccc1)S(=O)(=O)c1ccc([N+](=O)[O-])cc1
 : 98, 96, -2, /, 3, 99, 98, 23, 3, 96, 96
#9 COc1ccccc1CNC(=O)c1cccc(N(C)C)c1
 : 103, 101, 0, /, 27, 106, 99, 31, -36, 101, 98
#10 CC1(C)CC(=O)CC(C)(C)N1OC(=O)c1ccncc1
 : 101, 102, -4, -1, 10, 112, 98, 35, -14, 101, 101
#11 CCOc1cc(S(=O)(=O)NC2CC(C)(C)NC(C)(C)C2)ccc1F
 : 104, 100, -3, -12, -9, 108, 102, 14, -12, 102, 96
#12 CN1CCN(C(=O)c2ccccc2-c2nc(-c3ccc(Cl)cc3)no2)CC1
 : 104, 102, 0, /, -6, 105, 98, 23, -3, 102, 104
#13 COc1ccc(CCNC(=O)COC(=O)c2ccc(N3CCCC3=O)cc2)cc1OC
 : 97, 97, -3, 0, 12, 100, 94, 9, -10, 96, 105
#14 COc1ccc(OC)c(C(=O)Cn2c3[n+](c4ccc(C(F)(F)F)cc42)CCCCC3)c1
 : 95, 99, 0, -16, 4, 101, 96, 9, -10, 99, 96
#15 CC1(C)Cc2nc3oc4c(N(CCO)Cc5ccccc5)ncnc4c3cc2CO1
 : 102, 101, 0, -23, -10, 104, 101, 41, -6, 100, 102
#16 CC(CN1CCOCC1)OC(=O)/C=C/c1ccccc1 (centres undefined)
 : 95, 98, 0, /, 23, 98, 94, 10, 3, 97, 101
#17 COc1ccc(C(CNC(=O)c2ccc(S(=O)(=O)N3CCCC3)cc2)N(C)C)cc1OC (centres undefined)
 : 99, 100, -4, 6, -6, 103, 100, 21, -30, 102, 107
#18 Cc1cccc(OCC(=O)N/N=C/C=C/c2ccco2)c1
 : 96, 96, 1, 12, 37, 97, 97, 2, -88, 97, 96
#19 CCOC(=O)c1ccccc1NC(=O)COc1ccccc1
 : 106, 106, -4, 4, 7, 113, 101, 11, -23, 100, 104
#20 N=c1oc2ccc3ccccc3c2cc1-c1nc(-c2ccccc2)cs1
 : 83, 82, -2, -13, 4, 79*, 82, 17, -54, 79*, 92
#21 O=C(CNC(c1ccccc1)c1ccccc1)Nc1cc([N+](=O)[O-])ccc1Cl
 : 98, 99, -5, -1, 8, 102, 95, 5, -7, 100, 100
#22 CCN(CC)CCN1C(=O)C(=O)/C(=C(/O)c2cnn(-c3ccccc3)c2C)C1c1ccc(C)o1 (centres undefined)
 : 98, 99, 0, 4, -1, 98, 97, 38, -25, 96, 97
#23 Cn1ncc(C#N)c1/N=C/N1CCOCC1
 : 101, 104, 1, /, -7, 107, 97, 8, -15, 102, 103
#24 CCOC(=O)N1CCN(C(=O)CSc2nnc(COc3ccc(Cl)cc3)o2)CC1
 : 102, 101, 1, /, 11, 108, 101, 7, -15, 103, 102
#25 O=C(c1ccc(Cl)cc1)N1CCCC(c2ccccc2)=N1
 : 103, 100, -2, /, 7, 100, 99, 8, 3, 100, 98
#26 CC(C)(C)NC(=O)C(=O)N/N=C/c1ccc(F)cc1
 : 98, 96, -21, /, -4, 99, 96, 26, 5, 97, 96
#27 O=C(NCC1CCCO1)c1ccccc1-c1nc(-c2ccccc2)no1 (centres undefined)
 : 98, 99, 3, 14, -18, 103, 97, 32, -17, 100, 99
#28 Cc1ccc(C(=O)C[n+]2cc(Br)cc(Br)c2)cc1[N+](=O)[O-]
 : 98, 96, -2, /, 21, 101, 97, 18, -27, 93, 99
#29 Cc1cc(C(c2nnnn2Cc2ccccc2)N2CCOCC2)c(C)n1-c1ccc2c(c1)OCO2 (centres undefined)
 : 96, 100, -3, /, 1, 99, 96, 4, -107, 97, 100
#30 CCN(CC)C(=O)CSc1nc2ccccc2c(=O)n1CC1CCCCC1
 : 102, 99, 4, /, 21, 110, 98, 8, -8, 99, 98
#31 CCOC(=O)N1CCC(NC(=O)c2cc3c(-c4ccc(Cl)cc4)nn(C)c3s2)CC1
 : 102, 97, -5, /, -14, 98, 96, 16, -5, 97, 97
#32 CCOC(=O)C1=C(N)Oc2cc(C)n(CCc3ccc(OC)c(OC)c3)c(=O)c2C1c1cccnc1 (centres undefined)
 : 100, 100, -1, /, -8, 100, 102, 27, -19, 100, 99
#33 Cc1c(C)c2cc(Cl)c(O)c(CN(C)C)c2oc1=O
 : 101, 100, 0, -7, 10, 100, 97, 16, -27, 98, 98
#34 CCCCOc1ccc(C(=S)N2CCC(C(N)=O)CC2)cc1
 : 94, 99, -6, -1, -6, 97, 98, 13, -27, 97, 103
#35 O=C(N1CCCCCC1)N1CCN(S(=O)(=O)N2CCCCC2)CC1
 : 100, 99, 0, /, 7, 102, 100, 21, 0, 100, 98
#36 COC(=O)c1cccc(Cn2nnc3ccccc3c2=O)c1
 : 98, 96, -1, -10, 3, 99, 97, 5, -6, 99, 97
#37 Clc1ccc(CSc2nnc(CN3CCOCC3)n2-c2ccccc2)cc1Cl
 : 105, 101, 0, /, -5, 105, 101, 30, -1, 101, 99
#38 CC(C)OC(=O)NC(C)(C)COC(=O)Nc1cccc(Cl)c1
 : 102, 103, 1, -24, -3, 108, 97, 5, -7, 100, 101
#39 O=C(CN1C(=O)/C(=C\c2ccccc2Cl)Oc2ccccc21)NCc1cccnc1
 : 97, 99, 2, 14, 31, 103, 92, 9, 5, 102, 104
#40 C#CCOCCOCCOCCNc1nc(N2CCN(C(=O)[C@H](Cc3cc4ccccc4[nH]3)n3cc([C@@H](N)C(C)CC)nn3)CC2)nc(N2CCN(C(=O)[C@H](Cc3cc4ccccc4[nH]3)n3cc([C@@H](N)Cc4ccc(O)cc4)nn3)CC2)n1 (some centres undefined)
 : 97, 98, 0, /, 61*, 107, 102, 6, 85*, 99, 99
#41 CCOc1ccc(C(=O)Nc2cc(C)ccn2)cc1
 : 98, 95, -2, 22, 5, 99, 96, 11, 1, 100, 105
#42 COc1ccc(Cl)cc1NC(=O)N1CCN(CCc2ccccc2)CC1
 : 101, 101, 0, /, 17, 103, 99, 7, -7, 102, 99
#43 O=C(O)CCc1ccc(-c2ccc(F)cc2)n1CCC(=O)O
 : 100, 100, 0, /, 17, 100, 97, 10, -25, 100, 101
#44 O=C(Nc1cc(C(=O)N2CCCC2)ccc1N1CCCC1)c1ccccc1F
 : ?, ?, -2, 10, 12, ?, ?, 17, -99, ?, ?
#45 O=C(CCC(=O)Nc1cccc2ccccc12)N/N=C/c1ccco1
 : 105, 102, -4, 5, -1, 103, 96, 2, -16, 102, 101
#46 Oc1ccc(N=Cc2ccc(-c3cccs3)s2)cc1
 : 99, 97, -2, /, 20, 99, 98, 47*, -32, 99, 98
#47 Cc1ccccc1CSc1ccc2nnc(-c3ccccn3)n2n1
 : 85, 86, 2, /, 13, 91, 90, 11, -5, 87, 98
#48 CC1=NN(c2ccccc2)C(=O)/C1=C/c1ccc[nH]1
 : 97, 102, 0, 1, 8, 99, 99, 12, -37, 98, 101
#49 Cc1ccc(-c2cn(-c3ccc(SC(F)F)cc3)c3[n+]2CCC3)cc1
 : 101, 102, 3, /, 8, 101, 101, 5, -2, 102, 101
#50 CCc1nnc(NS(=O)(=O)c2ccc(NC(=O)c3ccccc3C)cc2)s1
 : 91, 96, 0, 8, 6, 98, 92, 12, 8, 91, 95
#51 COC(=O)c1ccccc1NC(=O)C1CCCC1
 : 92, 94, 0, -1, 0, 95, 95, 22, -7, 96, 99
#52 CCNC(=O)O/N=C(\C)c1sc(-c2ccccc2)nc1C
 : ?, ?, -3, /, -27, ?, ?, 34, -9, ?, ?
#53 Fc1ccc(C(c2nnnn2C2CCCC2)N2CCN(Cc3ccccc3)CC2)cc1 (centres undefined)
 : 105, 100, -6, 4, 7, 105, 100, 23, -24, 103, 100
#54 Nc1nc(SCCN2C(=O)c3ccccc3C2=O)n[nH]1
 : 98, 98, 0, -8, 14, 97, 97, 4, 2, 98, 98
#55 Cc1cc(=O)n(C)c2ccccc12
 : 95, 102, 0, 11, -4, 102, 100, 9, -30, 100, 98
#56 COc1ccc(OCC(O)CN(C)C(=O)/C=C/c2cccc([N+](=O)[O-])c2)cc1 (centres undefined)
 : 97, 101, -1, 10, 2, 100, 96, 11, -12, 98, 102
#57 O=c1c[n+]([O-])c2ccccc2n1OCc1ccccn1
 : 93, 93, -5, /, 2, 93, 93, 20, -2, 92, 92
